From PubChem
Wee1 stabilizer: human Wee1 degradation inhibition, primary screen. AID 1321. P30291. HeLa Luc-Wee1K328M stability, luciferase luminescence; 100% = proteasome inhibitor MG132 effect. reporter increase, % at 5 µM. hit rate 1.2% among 220,000;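 active means activation above the mean of all tested compounds plus 3 SD, set per screening run, cut at about 8.8% in these data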;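 further: cells exposed to compound for 20 h before luminescence read; 0% = DMSO alone and 100% = MG132 at 30 µM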
Target sequence (P30291 whole entry K328M): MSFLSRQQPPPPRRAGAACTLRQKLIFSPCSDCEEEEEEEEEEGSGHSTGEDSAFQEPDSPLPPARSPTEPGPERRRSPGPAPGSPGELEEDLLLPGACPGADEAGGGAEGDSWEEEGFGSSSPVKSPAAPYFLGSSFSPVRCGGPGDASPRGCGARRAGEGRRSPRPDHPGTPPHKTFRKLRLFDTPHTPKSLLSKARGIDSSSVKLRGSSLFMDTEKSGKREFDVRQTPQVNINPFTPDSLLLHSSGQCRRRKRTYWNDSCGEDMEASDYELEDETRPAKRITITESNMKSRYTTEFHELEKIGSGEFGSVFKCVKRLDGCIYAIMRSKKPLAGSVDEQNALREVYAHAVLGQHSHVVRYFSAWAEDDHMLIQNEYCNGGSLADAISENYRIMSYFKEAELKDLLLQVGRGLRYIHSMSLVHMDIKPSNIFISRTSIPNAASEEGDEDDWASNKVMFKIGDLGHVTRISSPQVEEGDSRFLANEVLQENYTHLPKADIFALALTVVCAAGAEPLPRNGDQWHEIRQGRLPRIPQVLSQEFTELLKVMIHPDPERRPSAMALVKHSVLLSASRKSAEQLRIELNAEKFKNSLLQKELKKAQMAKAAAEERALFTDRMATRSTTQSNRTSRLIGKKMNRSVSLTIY
TNF death inh: blocks TNF-alpha induced death of Jurkat FADD-/- cells; Jurkat FADD-/- TNF necroptosis rescue, ATP luminescence, 24 h; 0 = TNF only, 100 = no-TNF cells; activation (protection from cell death), % at 10 µM; AID 463075; hit rate 0.068% among 220,000;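 active means activation, meaning protection from cell death, of at least 50% relative to plate controls; inactive means activation below 50%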;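 further: necroptosis triggered by 40 ng/mL TNF-alpha added together with compound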
FXIa inh: factor XIa (human) inhibition. purified FXIa, Boc-Glu-Ala-Arg-AMC fluorogenic substrate. inhibition, % at 5 µM. AID 798. hit rate 0.14% among 220,000. P03951;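 active means inhibition of at least 40%; inactive means inhibition below 40%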;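 further: fluorescence of freed AMC excited at 355 nm; 0% = enzyme without compound and 100% = no enzyme blank; many of its hits are not listed in these tables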
zVAD death inh: L929 zVAD cell death inhibition; L929 zVAD necroptosis rescue, ATP luminescence, 24 h; with zVAD 60 µM; viability rescue, % at 10 µM; hit rate 0.38% among 220,000;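 active means activation, scaled between plate controls, above about 75%, limit read from the data; inactive means activation under that limit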;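 further: 0% = zVAD with DMSO and 100% = DMSO alone without zVAD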
PGE2 EP2 inh: blocks the human prostaglandin E2 receptor EP2; P43116; C6 glioma cells expressing human EP2, cAMP TR-FRET; cells stimulated with saturating PGE2; inhibition, % at 25 µM; hit rate 0.52% among 260,000; AID 1422;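 active means percent inhibition above 40 after rounding to a whole number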;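 further: rat C6 glioma host cells with rolipram phosphodiesterase inhibitor present; the protocol text gives 20 µM as final concentration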
Target sequence (P43116 whole entry, looked up): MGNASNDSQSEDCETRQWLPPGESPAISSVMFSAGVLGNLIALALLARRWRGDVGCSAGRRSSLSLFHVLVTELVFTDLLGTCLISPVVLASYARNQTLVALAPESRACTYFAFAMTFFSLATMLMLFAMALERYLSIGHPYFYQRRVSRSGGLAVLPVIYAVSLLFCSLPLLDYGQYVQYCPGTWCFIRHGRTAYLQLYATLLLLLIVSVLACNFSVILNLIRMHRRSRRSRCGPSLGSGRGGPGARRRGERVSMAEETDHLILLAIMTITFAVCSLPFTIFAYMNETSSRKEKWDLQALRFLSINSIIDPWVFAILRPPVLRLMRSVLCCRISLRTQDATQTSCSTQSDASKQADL
CHOP inh: blocks CHOP induction under ER stress | CHO-K1 CHOP-promoter luciferase, tunicamycin-induced, 15-18 h | AID 2732 | inhibition, % at 10 µM | hit rate 3.8% among 220,000;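 active means compounds that reduced the stress-induced luciferase reporter signal by more than about 70% of percent inhibition, limit read from the data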;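 further: 0% = tunicamycin plus vehicle and 100% = wells without tunicamycin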
FXIIa inh: blocks human coagulation factor XIIa protease activity. P00748. purified FXIIa, Boc-QGR-AMC fluorogenic substrate, 2 h. inhibition, % at 5 µM. hit rate 0.3% among 220,000. AID 800; in the data active means inhibition above about 40%;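 further: 0% = enzyme with no compound and 100% = blank without enzyme; many of its hits are not listed in these tables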
PPC-1+TRAIL kill: PPC-1 cancer cell killing with TRAIL present. AID 1443. hit rate 0.41% among 220,000. PPC-1 cells + TRAIL, ATPLite viability luminescence. cell killing (% activity), % at 4 µM;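 active means cell killing above 50% in the first pass at 4 µM, then a duplicate retest at 5 µM averaging 50% or more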;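 further: plate controls were cells with TRAIL plus DMSO for no effect and medium-only wells lacking cells for full effect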
Tb hexokinase: blocks Trypanosoma brucei hexokinase 1 activity; inhibition, % at 10 µM; recombinant TbHK1, G6PDH-coupled NADH A340; hit rate 0.11% among 220,000; AID 1430;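 active means inhibition of 50% or more in the single-dose primary screen; inactive means inhibition below 50%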
An asterisk follows results filed as active; . = no result given; & = joins results of further samples. The list is partial, so the mix of outcomes need not match the whole.

SMILES	Wee1 stabilizer	TNF death inh	FXIa inh	zVAD death inh	PGE2 EP2 inh	CHOP inh	FXIIa inh	PPC-1+TRAIL kill	Tb hexokinase
COC(=O)c1csc2c(C(F)(F)F)cc(N3CCN(C(=O)Nc4ccccc4)CC3)nc12	-1.6	2.6	-1.8	1.5	8.6	16.1	2.2	17.4	-1.8
CCCC(=O)N=C1SC2CS(=O)(=O)CC2N1c1ccc(-c2nc3ccc(C)cc3s2)cc1 (stereo not given)	4.4	-1.4	11.1	1.9	7.1	77.3*	5.0	5.3	-4.8
Cc1ccc(NC(=O)CSc2n[nH]c(C)c2[N+](=O)[O-])cc1	3.6	0.6	8.5	2.0	14.6	-4.6	7.4	-3.5	32.2
CC(C)CC(=O)NC(=S)Nc1ccc(F)cc1F	0.6	1.5	-2.6	-0.2	3.1	18.8	6.8	23.7	3.7
CCNC(=O)C12CCC(C)(C(=O)C1Br)C2(C)C (stereo not given)	-1.1	1.7	7.1	0.1	2.0	3.6	12.3	17.4	-7.3
CC(C)OCCCNS(=O)(=O)c1ccc2c(c1)oc(=O)n2C	-0.1	0.7	16.3	0.4	-0.2	-37.1	21.2	6.9	-1.1
FC(F)(F)c1nc(-c2cccs2)ncc1-c1nnnn1-c1ccc(Cl)cc1	-3.8	-10.1	-3.3	0.1	8.8	66.8	-5.9	-3.2	-10.6
COc1ccc(N2CCN(C(=O)CN(C)S(=O)(=O)c3cnc[nH]3)CC2)cc1	-0.3	2.0	-2.5	.	9.5	5.6	4.1	13.9	2.8
CC(C(=O)N1c2ccc(F)cc2CCC1C)N1C(=O)c2ccccc2C1=O (stereo not given)	-2.0	-2.3	-3.6	1.3	8.6	23.7	5.5	9.3	-1.5
COc1ccccc1NS(=O)(=O)c1ccc(Br)s1	-4.6	-1.3	8.0	0.3	1.6	34.0	19.8	-1.4	8.6
Cc1c(C(=O)O)c(C(=O)O)nc2ccc(N3CCOCC3)cc12	-1.9	-0.3	0.5	0.6	2.0	-7.4	7.3	-4.4	-21.8
COC(=O)c1scc(S(=O)(=O)c2ccccc2)c1N	-1.6	-0.5	-2.6	1.8	4.5	-2.7	5.0	4.2	-4.0
CC(NC(=O)OC(C)(C)C)C(=O)Oc1ccc2ccc(=O)oc2c1 (stereo not given)	0.2	-0.6	-7.1	0.8	6.7	10.7	-11.0	8.8	-26.5
COc1ccc(/C(N)=N/OC(=O)c2ccc(OC)c([N+](=O)[O-])c2)cc1OC	-1.5	-2.3	2.9	-0.2	3.1	36.8	8.4	2.8	-4.8
CCC(C(=O)OC)(C(=O)OC)c1ccc([N+](=O)[O-])cc1	-3.1	-0.9	-1.4	-0.6	0.1	5.8	7.2	16.7	1.4
Cc1ccc(-c2csc3nc(C)n(N)c(=O)c23)o1	-1.1	-1.0	3.5	0.0	12.6	-24.7	13.3	-20.3	-8.3
O=C(O)c1ccc2cccnc2c1O	1.2	5.1	3.7	-0.2	8.1	1.4	6.9	-1.2	-14.6
COc1ccc(C/C(N)=N/OC(=O)Cc2ccc(OC)c(OC)c2)cc1	-1.9	-1.7	16.4	-0.1	9.2	-7.0	19.5	7.5	-2.0
Cn1nnnc1SCCNCc1cccc2ccccc12	6.7	-10.8	-15.9	-0.2	13.5	8.4	4.5	10.4	1.8
Cn1c(SCCOc2ccc(F)cc2)nnc1-c1ccncc1	4.6	4.1	0.5	0.2	1.9	-5.6	6.3	5.0	-5.6
Cc1ccc(-c2cccc(C3CC=CC4C3C(=O)N(Cc3ccccc3)C4c3cc(C)ccc3F)c2)cc1 (stereo not given)	.	-7.0	3.1	0.5	3.7	15.6	8.9	29.5	-17.8
Cc1ccc(OCCSc2ncnc3sc(C)c(C)c23)cc1C	-2.4	-3.2	3.2	0.3	.	-6.7	9.6	-0.3	-10.6
Cc1nnc(NC(=O)c2ccc3c(c2)C(=O)N(CC2CCCO2)C3=O)s1 (stereo not given)	1.4	-1.3	0.8	-0.4	6.2	9.4	2.5	-6.1	-14.5
Cc1cc(C(=O)CN2CCCCC2)c(C)n1-c1ccc(F)cc1	-1.5	0.6	0.2	1.0	7.1	-0.5	10.6	7.2	3.1
CCC(=O)N1CCc2cc(S(=O)(=O)NCCC(=O)N3CCc4ccccc4C3)ccc21	-1.3	-1.5	-5.5	0.0	4.9	49.6	5.8	4.0	1.0
Cc1ccc(CNC(=O)c2ccc(N3CCCC3=O)cc2)cc1	-0.5	-1.1	-1.3	0.8	7.2	-6.6	16.2	15.0	5.0
Fc1cccc(C2NC(=S)NC3=C2N2CCC3CC2)c1 (stereo not given)	-2.3	-2.5	0.4	0.5	0.7	0.1	12.5	13.5	-6.2
CCCS(=O)(=O)n1nc(-c2ccc(Br)cc2)cc1N	1.8	16.6	-6.8	2.8	8.4	35.3	-3.9	9.7	3.3
CSc1cccc(NS(=O)(=O)c2ccc(F)cc2)c1	-1.2	1.3	-5.7	-0.1	4.8	19.5	6.8	17.1	5.6
O=C(Nc1ccccc1C(=O)N/N=C/c1ccco1)c1ccccc1	-0.6	-1.6	18.0	-0.2	9.1	-13.3	9.3	23.8	18.6
Cc1noc(NS(=O)(=O)c2ccc(NC(=O)C34CCC(CC3)C4)cc2)c1C	-4.2	-0.9	6.0	0.0	7.5	9.2	1.0	25.1	0.9
CNC(=O)c1cc(C(=O)c2ccc(C(F)(F)F)cc2F)c[nH]1	-3.7	0.9	2.3	0.4	5.4	-3.4	5.1	-7.5	-0.8
CCOc1ccc(/C=N/NC(=O)c2csc(C)c2C)c(OCC)c1	0.9	-0.2	17.5	0.6	16.6	48.8	21.1	7.9	-2.2
COc1ccc(NC(=O)CN(C)C(=O)c2oc3ccccc3c2C)cc1	-0.5	0.6	1.0	1.8	7.0	24.0	-0.2	20.3	4.6
S=C1NC2(CCCCC2)N=C1c1ccccc1	-1.3	3.0	14.2	0.8	7.6	-21.7	4.6	-15.0	-3.6
COc1ccc(NC(=O)c2ccc(Cl)c(NC(=O)c3ccncc3)c2)cc1	12.4*	3.2	-3.6	0.2	6.7	-14.7	5.8	12.1	4.4
O=C(CSc1nc2ccccc2n1S(=O)(=O)c1cccc([N+](=O)[O-])c1)NCc1cccs1	-0.8	0.1	-0.5	-0.7	9.2	29.6	8.5	10.5	-4.9
O=C(OCn1ncc(Cl)c(Cl)c1=O)c1ccc(C(F)(F)F)cc1	-1.9	-14.0	0.4	47.2	19.0	104.2*	0.7	10.8	7.2
CCOC(=O)c1c(-c2cccs2)csc1NC(C)=O	-0.2	-4.0	4.6	0.5	9.5	38.8	9.7	17.0	-1.7
COc1ccc(-c2nc(C(F)(F)F)c(OC)o2)cc1OC	2.6	-0.1	7.2	1.3	14.6	27.4	10.8	-2.2	-3.4
c1cc2c(cc1C1CCCCC1)c1c3n2CCN=C3CCC1	2.1	3.0	7.4	-0.3	4.3	-22.9	12.2	-10.4	-12.6
O=C(O)c1cc(Cl)ccc1-c1ccc(/C=C/c2cc(C(F)(F)F)[nH]c(=O)n2)o1	-1.4	0.9	-2.1	20.8	9.1	45.1	7.0	10.5	-17.4
CCn1c(SCC(=O)N(C)c2c(N)n(Cc3ccccc3)c(=O)[nH]c2=O)nc2ccccc21	-0.9	-0.3	2.4	0.3	7.7	13.5	4.0	7.5	-9.3
Cc1ccc(NC(=O)CSc2nnc(-c3ccc(S(=O)(=O)N4CCCC4)cc3)o2)cc1C	-0.8	1.8	7.6	0.0	6.8	10.4	27.4	2.3	10.5
Cc1cccc(OC2CCN(Cc3c(C(=O)N4CCCC4)nc4ccccn34)CC2)c1	-1.4	1.4	-3.6	-0.3	8.0	12.9	5.2	1.7	0.7
C(=N\Nc1nc(N2CCCC2)nc(N2CCCC2)n1)/c1cccnc1	-3.2	-0.3	-4.2	4.2	4.7	-34.4	5.2	1.2	-4.9
CC1(C)C2CCC(C2)C1(C)N=C1OC(CCl)CS1 (stereo not given)	0.2	5.2	52.5*	-0.1	4.3	-0.6	22.4	7.7	-5.1
Nn1c(SCC(=O)N2CCN(S(=O)(=O)c3ccc(Cl)cc3)CC2)nnc1-c1cccs1	3.3	-2.3	2.6	0.3	12.8	-6.4	-16.3	5.7	-10.7
C[C@@H]1CC=C[C@H]2[C@H]1C(=O)N(Cc1ccccc1)[C@H]2c1ccc(-c2ccoc2)cc1F	.	-5.4	1.2	7.4	17.3	35.3	6.7	8.2	-4.8
Nc1cc(=O)[nH]c(SCC(=O)Nc2cc(Cl)ccc2Cl)n1	-1.8	-0.5	1.4	1.6	20.6	16.2	3.2	1.3	-7.3
C=CCc1cccc(/C=N/NC(=O)c2ccccc2OC)c1O	8.9*	-10.1	-0.3	12.8	11.8	-36.8	16.3	30.9	-9.6
Cc1nonc1C1CCCN1C(=O)c1cc(COc2ccc(F)cc2Cl)on1 (stereo not given)	-0.9	1.7	-4.2	1.3	6.3	3.5	0.5	-2.1	-3.3
Cc1ccc(F)cc1NC(=O)Cc1ncc(C(F)(F)F)cc1Cl	-2.5	-2.4	-3.8	-0.2	6.2	33.8	6.0	5.3	4.4
CCOC(=O)c1c(COc2ccccc2)oc2ccc(O)cc12	-1.6	-7.0	10.0	1.4	26.9	.	14.9	12.3	-3.7
O=C(COc1c(Br)cc(Br)c2cccnc12)N1CCc2ccccc2C1	-3.9	0.3	-0.9	0.0	15.5	55.0	8.0	0.9	0.5
CCOC(=O)c1c(NC(=O)COC(=O)CNC(=O)c2ccco2)sc(C(C)=O)c1C	-0.3	1.7	0.9	1.0	17.6	26.2	10.4	-13.4	25.8
CC(C)(C)NC(=O)CN(C(=O)CSc1nnc(COc2ccccc2)o1)c1cccc(F)c1	-2.2	1.8	16.5	0.8	6.8	-13.0	26.9	7.0	0.3
Cc1nc(NCCN)c(C#N)c2c1COC(C)(C)C2	1.7	1.1	-1.6	0.3	.	74.9*	1.0	-15.5	-4.0
Cc1nc(SCC(=O)O)n[nH]1	-2.0	-1.1	-3.6	-0.4	13.1&3.4	11.8	4.7	4.0	2.2
COc1cc(NC(=O)Cn2nnc(-c3ccncc3)n2)cc(OC)c1	-0.7	-3.8	4.5	77.5*	10.2	14.6	14.1	1.8	0.8

Given with values under each structure: six of the compounds above.
Results follow in this order: Wee1 stabilizer	TNF death inh	FXIa inh	zVAD death inh	PGE2 EP2 inh	CHOP inh	FXIIa inh	PPC-1+TRAIL kill	Tb hexokinase
- C=CCc1cccc(/C=N/NC(=O)c2ccccc2OC)c1O
 : 8.9*	-10.1	-0.3	12.8	11.8	-36.8	16.3	30.9	-9.6
- C[C@@H]1CC=C[C@H]2[C@H]1C(=O)N(Cc1ccccc1)[C@H]2c1ccc(-c2ccoc2)cc1F
 : .	-5.4	1.2	7.4	17.3	35.3	6.7	8.2	-4.8
- Cc1nc(NCCN)c(C#N)c2c1COC(C)(C)C2
 : 1.7	1.1	-1.6	0.3	.	74.9*	1.0	-15.5	-4.0
- CCOC(=O)c1c(NC(=O)COC(=O)CNC(=O)c2ccco2)sc(C(C)=O)c1C
 : -0.3	1.7	0.9	1.0	17.6	26.2	10.4	-13.4	25.8
- Cc1nonc1C1CCCN1C(=O)c1cc(COc2ccc(F)cc2Cl)on1 (stereo not given)
 : -0.9	1.7	-4.2	1.3	6.3	3.5	0.5	-2.1	-3.3
- CCOC(=O)c1c(COc2ccccc2)oc2ccc(O)cc12
 : -1.6	-7.0	10.0	1.4	26.9	.	14.9	12.3	-3.7
